Rin1-Abl PPI inh = blocks binding of human Rin1 to Abl; P00519+Q13671; TR-FRET Rin1/Abl binding, biochemical; inhibition, % at 7.35 µM; actives 0.4% (n = 360,000); AID 588664; in the data active = inhibition above about 5%, passing the limit was not always enough
MT1-MMP act inh = inhibitors of human MT1-MMP activation; P50281; HT1080 RFP-PRO-GFP cells, GFP/RFP ratio fluorescence, overnight; percent of plate control window, DMSO zero; GFP/RFP ratio change, % at 20 µM; actives 0.061% (n = 360,000); AID 651647;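 active = GFP/RFP ratio change of at least 30% with cell ATP level not reduced by more than half and red fluorescence within 50% of control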; note: strong numbers were not always called active
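Read-out: GFP/RFP fluorescence ratio; Test system: RFP-PRO-GFP reporter HT1080 cells; Compound dosing: single-point 20 µM compound, 1% DMSO; Times: overnight compound exposure at 37 °C.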
SKN-1 block = blocks SKN-1 activity in C. elegans; inhibition, % at 21.8 µM; AID 624304; actives 0.49% (n = 360,000); C. elegans VP596 Pgst-4::GFP/RFP ratio, acrylamide-induced, 24 h;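 active = interference check ratio from 0.5 to 1.5 plus GFP to RFP signal ratio inhibition reaching or exceeding a fixed threshold, cut at about 30% in these data, passing the limit was not always enough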; note: some compounds called inactive have numbers as strong as hits
E coli Lon inh = inhibits E. coli Lon protease. actives 0.42% (n = 360,000). P0A9M0. inhibition, % at 7.94 µM. purified E. coli Lon protease, fluorescence polarization; in the data active = inhibition above about 13%, passing the limit was not always enough;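 note: 0% = enzyme with probe and DMSO and 100% = no enzyme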
Target sequence (P0A9M0 whole entry, looked up): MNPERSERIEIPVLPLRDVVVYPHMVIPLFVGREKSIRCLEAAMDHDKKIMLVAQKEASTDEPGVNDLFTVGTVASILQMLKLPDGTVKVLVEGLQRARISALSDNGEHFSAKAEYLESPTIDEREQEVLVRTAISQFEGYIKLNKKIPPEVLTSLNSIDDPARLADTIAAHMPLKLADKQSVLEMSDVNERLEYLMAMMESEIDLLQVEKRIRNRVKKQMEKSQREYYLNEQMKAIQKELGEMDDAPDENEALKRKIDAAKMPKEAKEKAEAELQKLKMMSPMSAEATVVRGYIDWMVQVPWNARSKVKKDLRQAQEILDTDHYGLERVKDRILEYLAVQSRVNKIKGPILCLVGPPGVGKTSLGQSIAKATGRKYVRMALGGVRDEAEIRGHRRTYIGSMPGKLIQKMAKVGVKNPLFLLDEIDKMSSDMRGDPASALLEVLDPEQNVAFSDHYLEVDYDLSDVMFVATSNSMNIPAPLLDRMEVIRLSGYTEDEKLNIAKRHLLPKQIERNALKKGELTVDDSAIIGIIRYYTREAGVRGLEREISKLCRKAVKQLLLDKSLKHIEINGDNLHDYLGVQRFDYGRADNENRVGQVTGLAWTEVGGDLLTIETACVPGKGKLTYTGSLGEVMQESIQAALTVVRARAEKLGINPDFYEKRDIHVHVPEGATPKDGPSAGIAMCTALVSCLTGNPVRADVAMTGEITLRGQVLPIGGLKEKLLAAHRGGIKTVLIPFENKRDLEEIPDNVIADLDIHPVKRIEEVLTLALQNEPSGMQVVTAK
Neddyl block = inhibitors of human cullin neddylation; P61081+Q13564; TR-FRET cullin neddylation, biochemical; actives 0.58% (n = 360,000); calls only at 25 µM; AID 651699; in the data active = inhibition above about 36%
FAS-TE inh = inhibitors of human fatty acid synthase thioesterase domain; recombinant FAS-TE, OMFH fluorogenic substrate, fluorescence endpoint; inhibition, % at 15 µM; actives 0.67% (n = 360,000); AID 602261;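 active = compounds whose normalised, plate-corrected inhibition of enzyme fluorescence in the single-dose primary screen is 50% or more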;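 note: 0% = DMSO with enzyme and 100% = substrate without enzyme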
MsrA act = bovine methionine sulfoxide reductase A activation; actives 0.3% (n = 360,000); activation, % at 10.6 µM; purified bovine MsrA, absorbance read-out; in the data active = activation above about 7.5%;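 note: 0% = vehicle and 100% = reference activator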
CendR NRP1 mod = modulators of CendR peptide binding to human neuropilin-1. O14786. FAM-RPARPAR peptide binding to NRP-1, fluorescence polarization. inhibition, % at 25 µM. actives 0.85% (n = 360,000). AID 602438;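 active = inhibition or corrected inhibition above about 18%, plus a signal ratio from 0.5 to 1.5, limit read from the data, passing the limit was not always enough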; note: strong numbers were not always called active
MsrA inh = inhibitors of bovine MsrA; actives 0.75% (n = 360,000); purified bovine MsrA, absorbance read-out; AID 651718; inhibition, % at 15.5 µM; in the data active = inhibition above about 4.5%;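 note: 0% = vehicle wells with enzyme and 100% = reference inhibitor wells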
* hit, by the source's call; i = inactive.

SMILES | Rin1-Abl PPI inh | MT1-MMP act inh | SKN-1 block | E coli Lon inh | Neddyl block | FAS-TE inh | MsrA act | CendR NRP1 mod | MsrA inh
Cc1cc(C)n(CC(=O)Nc2ccc([N+](=O)[O-])cc2)n1 | 0 | 1 | -1 | 2 | i | 0 | 1 | 4 | 1.8
CC(C)C[C@H]1CNC(=O)C(=O)N1CC1CCN(CCC(C)(C)C)CC1 | 1 | 4 | -4 | -4 | i | -9 | -5 | 7 | -1.5
COc1ccc(S(=O)(=O)CCC(=O)N2CC(=O)N(CCc3ccccc3)C(=O)C2)cc1 | 1 | 0 | 7 | -9 | i | 2 | -4 | -1 | -0.1
COCC(=O)n1cc(C(=O)OC)c2ccccc21 | 2 | 5 | -4 | 0 | i | -6 | -1 | 2 | 0.0
COCCNC(=O)C1(C)CCN(C(=O)c2sc(-c3ccccc3)nc2C)C1 (centres undefined) | -1 | 5 | -13 | 1 | i | -9 | -2 | 0 | 0.4
Cc1ccc2nc(-c3ccccc3)cc(C(=O)N3CCc4ccccc4C3)c2c1 | 4 | -5 | -2 | -1 | i | 32 | -1 | 6 | 2.4
Cc1ccccc1NC(=S)Nc1ccccn1 | -1 | 4 | 3 | 13 | i | -2 | -8 | 5 | -0.9
COc1c(C)cc(C(=O)C2CCCN(C(=O)c3cccc(-n4cccn4)c3)C2)cc1C (centres undefined) | -1 | 5 | -5 | -12 | i | -4 | -2 | 2 | -0.1
CCc1ccccc1N(CC(=O)N1CCc2ccccc2C1)S(C)(=O)=O | 3 | -1 | -10 | 5 | i | 0 | -1 | 1 | -0.2
COc1ccc(CCCc2n[nH]c(=S)o2)cc1 | -1 | 3 | -15 | 4 | i | 0 | -4 | -1 | -0.3
C=CCNC(=O)C12CC3CC(C1)CC(C(=O)NCC=C)(C3)C2 | -6 | 11 | -18 | -7 | i | -1 | -3 | -1 | 0.3
COc1ccc(-c2[nH]nc3c2C(c2ccccc2OC(=O)N2CCOCC2)C(C#N)=C(N)O3)cc1 (centres undefined) | -2 | 9 | 4 | -1 | i | -4 | -2 | -1 | 0.1
COc1ccc(C(=O)Nc2cccc(-c3nnc(-c4ccco4)o3)c2)cc1 | -2 | 4 | 32 | -3 | i | 10 | 1 | -4 | 0.4
CCCCCC(=O)N1C[C@@H](O)[C@H](n2cc(COC(=O)c3ccccc3)nn2)C[C@@H]1c1ccccc1 | 2 | -2 | -19 | -7 | i | 7 | 4 | 1 | -0.6
CCOc1cc(C)c(Cl)cc1S(=O)(=O)NCc1ccc2c(c1)OCO2 | -1 | 1 | 7 | -5 | i | 10 | 7.8* | 1 | 1.1
O=C(C=Cc1ccc2c(c1)OCO2)OCC=Cc1ccc2c(c1)OCO2 | -4 | -3 | -7 | 6 | i | 20 | -1 | -5 | -1.1
Cc1ccccc1NC(=O)CSc1ccncc1 | -3 | 2 | 9 | -5 | i | -3 | -6 | -2 | 0.9
CCOC(=O)C1CCN(C(=O)CN(c2ccc3c(c2)OCO3)S(C)(=O)=O)CC1 | -2 | 3 | -11 | 1 | i | -5 | -12 | -4 | 0.1
Cc1cccc(-c2nnc(SC(C)C(=O)N3CCOCC3)o2)c1 (centres undefined) | 3 | 0 | -4 | -8 | i | 1 | -1 | 10 | 1.2
CCOC(=O)C1=NN(C(=O)COc2ccccc2)C(O)(c2ccc(Cl)cc2)C1 (centres undefined) | 1 | -5 | 0 | -1 | i | 4 | 1 | -1 | 0.6
O=C1CN(C(=O)/C=C/c2ccc(Cl)cc2)c2ccccc2N1 | 7 | -3 | 7 | -4 | i | 8 | -7 | -7 | 0.8
S=C(Nc1ccccc1)c1ccccn1 | -7 | 2 | 17 | 9 | i | 1 | 0 | -6 | 1.8
COc1ccc(-c2csc(NC(=O)c3ccccc3C(=O)O)n2)cc1 | -2 | -2 | 5 | -6 | i | -8 | -3 | 0 | 0.6
O=C(CCCn1c(SCc2cc(=O)n3cc(Cl)ccc3n2)nc2ccccc2c1=O)NCC1CCCO1 (centres undefined) | -3 | 2 | -5 | 6 | i | 20 | -4 | -5 | -0.9

Five compounds from above, reduced to Rin1-Abl PPI inh:
SMILES,Rin1-Abl PPI inh
O=C(C=Cc1ccc2c(c1)OCO2)OCC=Cc1ccc2c(c1)OCO2,-4
Cc1ccccc1NC(=O)CSc1ccncc1,-3
CCOC(=O)C1CCN(C(=O)CN(c2ccc3c(c2)OCO3)S(C)(=O)=O)CC1,-2
Cc1cccc(-c2nnc(SC(C)C(=O)N3CCOCC3)o2)c1 (centres undefined),3
CCOC(=O)C1=NN(C(=O)COc2ccccc2)C(O)(c2ccc(Cl)cc2)C1 (centres undefined),1

(cont.)
SMILES | Rin1-Abl PPI inh | MT1-MMP act inh | SKN-1 block | E coli Lon inh | Neddyl block | FAS-TE inh | MsrA act | CendR NRP1 mod | MsrA inh
O=C(CSCc1nc2ccccc2[nH]1)Nc1ccccc1 | -1 | 3 | 8 | -7 | i | -8 | -10 | -2 | 0.3
Cc1nc2ncnn2c(C)c1Cc1ccc(Cl)cc1F | -3 | 3 | -3 | 6 | i | -8 | -7 | -8 | 0.6
O=C(COC(=O)c1ccc(F)cc1)Nc1ccc(Cl)cn1 | -4 | 0 | -3 | 5 | i | -22 | 3 | -8 | 2.3
Cc1cc(-c2nnc(CCC(=O)NCCc3ccccc3F)o2)no1 | 2 | 0 | -1 | 0 | i | -5 | -10 | -5 | -0.5
COC(=O)c1ccccc1NC(=S)NC(=O)c1cccc2ccccc12 | -2 | 4 | 3 | 6 | i | 22 | -5 | 4 | 1.8
N#Cc1nc(Cc2ccccc2)oc1NCc1ccccc1 | -2 | 0 | 26 | 3 | i | 4 | -2 | -9 | -0.6
CCC(C(=O)NC1CCCC1)N(C(=O)Cn1nnc(-c2ccc(C)o2)n1)c1cnc2ccccc2c1 (centres undefined) | -1 | -1 | 10 | -1 | i | -6 | -1 | -13 | 0.9
C=CCn1c(SCc2c(C(=O)OC)sc(N)c2C(=O)OC)nnc1-c1ccc(Br)cc1 | -4 | 4 | 5 | -4 | i | 8 | -8 | -10 | 1.6
COc1cccc(N2C(=O)Nc3ccccc3C2(O)C(=O)NCc2ccc3c(c2)OCO3)c1 (centres undefined) | -4 | 4 | 7 | 1 | i | -5 | -1 | -11 | 0.5
Cc1cccc(/C(N)=N/OC(=O)CCc2ccccc2)c1 | -1 | 2 | 7 | -5 | i | 4 | -2 | -4 | -0.8
CC1CCCCC12NC(=O)N(CC(=O)N1CCN(S(=O)(=O)c3ccc(Cl)s3)CC1)C2=O (centres undefined) | -2 | -8 | -14 | -16 | i | -2 | -6 | -6 | 0.0
O=C(Cc1cn(Cc2cccc(Cl)c2)c2ccccc12)N1CCCCCC1 | -1 | -7 | 5 | -6 | i | 24 | -4 | 14 | -0.3
COc1ccc(NC(=O)c2cc([N+](=O)[O-])nn2Cc2ccccc2)c(C)c1 | 0 | 3 | 21 | -4 | i | 18 | -2 | 0 | -0.4
COCc1cc(C)n(CC(=O)Nc2c(C)cccc2C)c(=O)c1C#N | -3 | -1 | -5 | 3 | i | -4 | -3 | 0 | 2.3
Cc1cc(C(=O)CCC(=O)NNC(=O)c2ccccc2O)c(C)s1 | 2 | 3 | -20 | 5 | i | -8 | -13 | -23 | -0.4
CCc1nc2ccc(C(=O)NCC3CCCCC3)cn2c1N(C)C(=O)c1cccc(OC)c1 | -4 | -4 | 15 | 3 | i | 0 | 0 | 0 | -0.4
O=C(NCCSCc1ccccc1)c1cc(S(=O)(=O)N2CCOCC2)ccc1F | 0 | -2 | -13 | -2 | i | 2 | -8 | 2 | -0.6
CCc1c(C(=O)Nc2cc(C)cc(C)c2)[nH]c(C)c1C(C)=O | -1 | -2 | 2 | 2 | i | 7 | 2 | -4 | -0.5
CCn1nnnc1NCc1ccc(Cl)cc1 | 1 | -1 | 2 | -11 | i | -4 | 0 | 4 | -0.4
CC(C)(C)c1ccc(C(=O)NNC(=S)NCc2ccco2)cc1 | 0 | 3 | 7 | 9 | i | -1 | -1 | -15 | -1.5
CCOC(=O)C1CCCN(C(=O)CN2C(=O)c3ccccc3S2(=O)=O)C1 (centres undefined) | 5 | -1 | -9 | -1 | i | -7 | -2 | 3 | 0.8
Cc1ccc(S(=O)(=O)N(CC(=O)Nc2cccnc2)c2cccc(Br)c2)cc1 | 0 | 1 | -8 | -3 | i | 13 | -2 | -14 | -0.5
Cc1cc(C(=O)Nc2ccc(S(=O)(=O)N3CCOCC3)cc2)ccc1[N+](=O)[O-] | 0 | 5 | 10 | -3 | i | 8 | 3 | 6 | -0.1
CC1(C)SC(=S)N(/N=C/c2ccccc2)C1N(O)C(=O)Nc1ccc([N+](=O)[O-])cc1 (centres undefined) | -4 | -13 | -10 | 3 | i | -183 | -6 | 4 | 3.5
O=c1c2ccccc2nc(-c2ccoc2)n1CCc1ccccc1 | 1 | 14 | 33 | -11 | i | 12 | -3 | -16 | -0.2
Cc1ccc(-n2cc(CNCCN3CCOC3=O)c(-c3ccc(F)cc3)n2)cc1 | 3 | -2 | -2 | 7 | i | 1 | -2 | -16 | 0.6
O=C(Nc1cccc(F)c1)N1CC=C(c2ccc(Cl)cc2)CC1 | 1 | 5 | 10 | 7 | i | 6 | -3 | -5 | -0.8
COCCn1c(SCC(=O)NC2(C#N)CCCCC2)nc2ccccc2c1=O | 2 | 2 | 2 | -2 | i | -2 | -2 | 2 | 0.4
COc1ccc2[nH]cc(/C=C(/C#N)S(=O)(=O)c3ccccc3)c2c1 | -1 | -10 | 0 | -3 | i | -81 | -3 | 2 | 0.1
COC(=O)C1CSc2[nH]c(=O)sc2C1c1ccc(O)c(OC)c1 (centres undefined) | 1 | 3 | -7 | -3 | i | -8 | 0 | 13 | -0.2
Clc1cccc(Nc2ncnc3ccc(Br)cc23)c1 | -36 | -29 | 17 | -9 | i | 20 | -4 | -13 | 0.3
CC(CC(=O)Nc1ccc(F)cc1)S(=O)(=O)c1ccc2c(c1)NC(=O)CO2 (centres undefined) | 0 | 4 | 14 | 1 | i | 0 | 0 | 7 | 0.2
COCCCn1cnnc1SCc1nc2sc(C(C)=O)c(C)c2c(=O)[nH]1 | -5 | -15 | -2 | -12 | i | -7 | -7 | -43 | 0.7
CCOCCCNS(=O)(=O)c1ccc(Br)cc1 | 3 | 2 | 1 | -11 | i | -9 | -10 | -17 | 1.0
COc1cc(CNCCc2ccccc2)ccc1OCc1ccc(Cl)nc1 | 5 | 2 | 11 | 2 | i | -5 | -1 | -43 | 1.4
O=S(=O)(NCC1CCCO1)c1ccc(NS(=O)(=O)c2ccc(F)cc2)cc1 (centres undefined) | -2 | 2 | 15 | 10 | i | -4 | -1 | 9 | -0.6
O=C1C2C3CC4C5C3C1C5C1(SCCS1)C42 (centres undefined) | 3 | 1 | -5 | -6 | i | -2 | -5 | 18 | -0.5
O=C1c2ccccc2C(=O)N1CCCCN(C(=O)c1cc2ccccc2oc1=O)c1ccc(F)cc1F | -5 | -9 | 7 | 3 | i | 29 | 1 | 4 | 0.2
CC1NC(=O)NC1CCCCCC(=O)NCCc1ccccc1 (centres undefined) | 83* | 0 | 11 | -10 | i | -4 | -2 | -7 | -0.9
O=C(Nc1cccc([N+](=O)[O-])c1)c1ccn[nH]1 | 2 | -2 | -13 | 0 | i | 1 | -3 | -2 | 1.0

A different layout for three compounds above.
| Molecule | Rin1-Abl PPI inh | MT1-MMP act inh | SKN-1 block | E coli Lon inh | Neddyl block | FAS-TE inh | MsrA act | CendR NRP1 mod | MsrA inh |
| --- | --- | --- | --- | --- | --- | --- | --- | --- | --- |
| O=C1c2ccccc2C(=O)N1CCCCN(C(=O)c1cc2ccccc2oc1=O)c1ccc(F)cc1F | -5 | -9 | 7 | 3 | i | 29 | 1 | 4 | 0.2 |
| CC1NC(=O)NC1CCCCCC(=O)NCCc1ccccc1 (centres undefined) | 83* | 0 | 11 | -10 | i | -4 | -2 | -7 | -0.9 |
| O=C(Nc1cccc([N+](=O)[O-])c1)c1ccn[nH]1 | 2 | -2 | -13 | 0 | i | 1 | -3 | -2 | 1.0 |

High-throughput results: PubChem, several laboratories
